IEC-6 tox: counter-screen for KLF5 inhibitors: cytotoxicity in IEC-6 cells | AID 1825 | inhibition, % at 5 µM | 290,000 compounds, 0.78% hits | IEC-6 cytotoxicity, luminescence viability; in the data active = inhibition above about 22%;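 also: 0% = plate median of test compound wells and 100% = cytotoxic reference compound wells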
HSF-1 act: increases HSF-1 driven luciferase reporter signal; 300,000 compounds, 1.7% hits; activation, % at 9 µM; NIH3T3-HGL HSF-1 luciferase reporter, MG132, 8 h; 100% = twice DMSO control signal;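 active = mean replicate activation of at least 50% with a set share of replicates each reaching 50%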;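 also: 0% = median of the neutral control wells and 100% = twice that signal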
aSyn 5UTR inh: MLPCN primary screen, SNCA 5' untranslated region; alpha-synuclein 5'UTR reporter, inhibitor activity; inhibition, % (tested at 7.5 µM); 300,000 compounds, 0.82% hits; AID 1813; in the data active = inhibition above about 60%;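 also: H4 neuroglioblastoma cells stably carrying SNCA 5'UTR luciferase fusion; 0% = DMSO wells and 100% = positive control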
HSP90 refold inh: inhibitors of HSP90 luciferase refolding in rabbit reticulocyte lysate; luciferase refolding luminescence, 3 h; 290,000 compounds, 0.91% hits; inhibition, % at 5.6 µM; AID 1789;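 active = inhibition above the screen-wide mean plus 3 SD, computed separately per campaign, cut at about 16% in these data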;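 also: 0% = DMSO wells and 100% = 60 µM geldanamycin wells; inhibitors lower the luminescence because luciferase stays unfolded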
GSK3 alpha inh: inhibitors of human GSK-3 alpha kinase; ADP-Glo luminescence, 60 min; AID 2650; P49840; 320,000 compounds, 0.1% hits; inhibition, % at 10 µM;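 in the data active = inhibition above about 50%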;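 also: GST-tagged GSK-3 alpha with peptide substrate and 25 µM ATP; 0% = DMSO neutral wells and 100% = GW8510 positive control wells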
Target sequence (P49840 whole entry, looked up): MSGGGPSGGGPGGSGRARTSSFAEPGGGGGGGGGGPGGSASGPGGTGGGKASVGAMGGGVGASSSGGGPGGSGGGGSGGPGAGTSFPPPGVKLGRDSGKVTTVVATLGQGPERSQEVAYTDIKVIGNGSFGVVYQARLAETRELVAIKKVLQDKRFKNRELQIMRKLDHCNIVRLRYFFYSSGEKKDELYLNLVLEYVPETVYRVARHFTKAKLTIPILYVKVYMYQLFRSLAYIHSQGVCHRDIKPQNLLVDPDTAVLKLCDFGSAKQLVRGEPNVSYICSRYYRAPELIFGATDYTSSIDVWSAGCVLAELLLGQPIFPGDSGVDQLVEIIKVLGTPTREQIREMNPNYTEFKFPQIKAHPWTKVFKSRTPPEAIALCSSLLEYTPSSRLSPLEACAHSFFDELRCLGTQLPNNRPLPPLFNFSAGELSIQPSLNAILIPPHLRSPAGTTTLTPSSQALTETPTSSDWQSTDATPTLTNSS
GSK3B inh: blocks human GSK3beta kinase activity; P49841; GST-GSK3beta kinase, ADP-Glo luminescence, 60 min; hits give low values; activity score (negative = inhibition), % at 10 µM; 300,000 compounds, 0.038% hits;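 active = more than half of replicate wells score below -50%, meaning over 50% inhibition versus plate controls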;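 also: 0% = median DMSO wells and -100% = median GW8510 positive control wells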
Target sequence (P49841 whole entry, looked up): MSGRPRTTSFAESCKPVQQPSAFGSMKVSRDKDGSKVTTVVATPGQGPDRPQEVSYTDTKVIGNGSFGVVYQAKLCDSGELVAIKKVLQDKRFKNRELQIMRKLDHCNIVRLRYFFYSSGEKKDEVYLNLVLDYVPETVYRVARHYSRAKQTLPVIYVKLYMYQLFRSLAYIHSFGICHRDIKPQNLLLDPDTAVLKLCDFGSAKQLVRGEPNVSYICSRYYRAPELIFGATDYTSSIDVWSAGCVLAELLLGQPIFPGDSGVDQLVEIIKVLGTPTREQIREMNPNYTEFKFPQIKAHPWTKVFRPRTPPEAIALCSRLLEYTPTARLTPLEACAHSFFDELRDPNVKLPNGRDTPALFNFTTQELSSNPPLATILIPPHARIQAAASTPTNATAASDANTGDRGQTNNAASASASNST
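Test system: GST-fused GSK3beta enzyme, cell-free | Quantity: 1.6 ng GST-GSK3beta enzyme per well | Reagent: 25 µM ATP with peptide substrate | Schedule: 60 min enzyme reaction, room temperature | Signal: Luminescent ADP-Glo measurement of ADP formed | Read-out basis: Score relative to plate controls | Control set: DMSO and 20 µM GW8510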
HSF1 inh: HSF1 inhibition | AID 2098 | NIH3T3-HGL HSE-luciferase, MG132-induced, luminescence 8 h; hits give low values | 300,000 compounds, 0.77% hits | activity change, negative = inhibition, % at 7.5 µM (by protocol);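 active = more than half of replicate wells show activity change below -50%, luminescence cut by over half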;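 also: luciferase reports HSF-1 transcriptional activity via heat shock element; 0% = median of DMSO wells and -100% = zero luminescence signal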
AI-2 QS modul: modulators of Vibrio harveyi AI-2 quorum sensing system; 300,000 compounds, 0.4% hits; Vibrio harveyi JMH597 AI-2 luminescence/OD600 ratio, 9 h; hits give low values; strain lacks LuxN and CqsS sensors; 0 = neutral-control median; activity change, % at 7.5 µM; AID 2094; in the data active = activity change below about -75%, passing the limit was not always enough;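 also: luminescence divided by OD600 gain over 9 h not by final OD600 alone; inactives centre near 13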
HIF act: HIF pathway transcriptional activation; U2OS HRE-luciferase reporter, luminescence; normalized: DMSO 0%, desferrioxamine 100%; activation, % at 7.5 µM (by protocol); 300,000 compounds, 0.32% hits; AID 1910;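 active = mean activation of at least 10% of the iron chelator positive control signal, with at least half of replicates also reaching 10%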
KLF5 inhibitor: kruppel-like factor 5 inhibition | DLD-1 KLF5 promoter-luciferase reporter, luminescence | inhibition, % at 5 µM | 290,000 compounds, 0.23% hits | AID 1700;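 active = inhibition above a per-plate limit of that plate's mean compound inhibition plus 3 SD, cut at about 60% in these data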;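 also: 0% = DMSO wells and 100% = LY294002 at 200 µM; higher means less KLF5 promoter-driven luciferase light; inactives centre near -14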
The depositor's hits bear a star.

Screening CCOc1ccc(N(CC(=O)NC2CCCC2)C(=O)CCC(=O)Nc2nc(C)cs2)cc1 returned IEC-6 tox -7, HSF-1 act 9, aSyn 5UTR inh 2, HSP90 refold inh -2, GSK3 alpha inh 1, HSF1 inh -6, HIF act -1.1 and KLF5 inhibitor -10.
Screening COc1ccc2c(c1)c(=O)oc1c(C)c(OC(C)C(=O)N[C@@H](Cc3c[nH]c4ccc(O)cc34)C(=O)O)ccc12 (stereo partly specified) returned IEC-6 tox -1, HSF-1 act -4, aSyn 5UTR inh 19, HSP90 refold inh -6, GSK3 alpha inh 12, GSK3B inh -3, HSF1 inh 3, AI-2 QS modul 8, HIF act 0.2 and KLF5 inhibitor -19.
Screening CCOC(=O)C1(CC2CC2)CCN(Cc2cn[nH]c2-c2cccc(F)c2)CC1 returned IEC-6 tox 1, HSF-1 act 25, aSyn 5UTR inh 11, HSP90 refold inh 0, GSK3 alpha inh -2, GSK3B inh -1, HSF1 inh 3, AI-2 QS modul 16, HIF act 0.0 and KLF5 inhibitor -16.
Screening C(=N\Nc1nc2ccccc2[nH]1)/c1ccccc1 returned IEC-6 tox 15, HSF-1 act 199*, aSyn 5UTR inh -175, HSP90 refold inh -1, GSK3 alpha inh -1, GSK3B inh 1, HSF1 inh 138, AI-2 QS modul 1, HIF act 4.5 and KLF5 inhibitor -99.
For C=CCn1c(=O)c2ccccc2n2c(SCC(=O)/C(C#N)=C(\C)N)nnc12 the results were IEC-6 tox -3, HSF-1 act 8, aSyn 5UTR inh -5, HSP90 refold inh 0, GSK3 alpha inh -3, GSK3B inh -1, HSF1 inh -8, AI-2 QS modul -2, HIF act -0.6 and KLF5 inhibitor 4.
Screening CC(=O)N(CN1C(=O)c2ccc([N+](=O)[O-])cc2C1=O)c1cccc(C(=O)O)c1 returned IEC-6 tox -1, HSF-1 act -5, aSyn 5UTR inh -6, HSP90 refold inh 3, GSK3 alpha inh -4, GSK3B inh 2, HSF1 inh -3, AI-2 QS modul 11, HIF act 0.0 and KLF5 inhibitor -11.
`O=C(NCCOC(=O)c1ccc(C(=O)OCCNC(=O)c2ccccc2)o1)c1ccccc1` gave IEC-6 tox -1, HSF-1 act -10, aSyn 5UTR inh 14, HSP90 refold inh -1, GSK3 alpha inh 0, GSK3B inh 1, HSF1 inh 4, AI-2 QS modul 19, HIF act -0.1 and KLF5 inhibitor 5.
For CCOC(=O)C(CC)n1cnc2c(oc3ccccc32)c1=O (stereo unspecified) the results were IEC-6 tox -3, HSF-1 act -5, aSyn 5UTR inh -13, HSP90 refold inh -3, GSK3 alpha inh -3, GSK3B inh 0, HSF1 inh 7, AI-2 QS modul 22, HIF act 0.3 and KLF5 inhibitor -48.
`CCCCC(=O)Nc1ccccc1C(=O)N1CCOCC1` gave IEC-6 tox 7, HSF-1 act -38, aSyn 5UTR inh -4, HSP90 refold inh 5, GSK3 alpha inh 0, GSK3B inh 1, HSF1 inh -25, AI-2 QS modul 15, HIF act -1.2 and KLF5 inhibitor -20.
Screening O=C(O)c1cc2ccccc2c(=O)s1 returned IEC-6 tox -4, HSF-1 act 2, aSyn 5UTR inh 1, HSP90 refold inh -1, GSK3 alpha inh -3, GSK3B inh 4, HSF1 inh -1, AI-2 QS modul 38, HIF act -1.5 and KLF5 inhibitor -18.
COc1ccc(C(=O)NC(=S)Nc2cccc3nc(C)ccc23)cc1OC was read as IEC-6 tox -6, HSF-1 act -10, aSyn 5UTR inh -3, HSP90 refold inh 2, GSK3 alpha inh 1, GSK3B inh -3, HSF1 inh -9, AI-2 QS modul 0, HIF act -0.5 and KLF5 inhibitor -15.
`CSCCC(NC(=O)C1CCC(C)CC1)C(=O)NCCN1CCOCC1` (stereo unspecified) gave IEC-6 tox 1, HSF-1 act 2, aSyn 5UTR inh -1, HSP90 refold inh 3, GSK3 alpha inh -2, GSK3B inh 0, HSF1 inh -2, AI-2 QS modul 0, HIF act -0.1 and KLF5 inhibitor -17.
`Nc1c(Cl)ncnc1NCc1ccccc1` gave IEC-6 tox 6, HSF-1 act 37, aSyn 5UTR inh 5, HSP90 refold inh 1, GSK3 alpha inh -2, GSK3B inh -2, HSF1 inh 16, AI-2 QS modul 30, HIF act -2.0 and KLF5 inhibitor -12.
Cc1nnc(SCc2cc(=O)[nH]c(N3CCCCC3)n2)s1 was read as IEC-6 tox 0, HSF-1 act 4, aSyn 5UTR inh 13, HSP90 refold inh 2, GSK3 alpha inh 0, GSK3B inh -2, HSF1 inh 2, AI-2 QS modul 10, HIF act 1.0 and KLF5 inhibitor 4.
For Cc1ccc(S(=O)(=O)N2CCN(C(=O)c3ccc4nc[nH]c4c3)CC2)cc1 the results were HSF-1 act 1, aSyn 5UTR inh -17, GSK3 alpha inh -2, GSK3B inh 0, HSF1 inh -1, AI-2 QS modul 11 and HIF act 1.0.
CC(=O)c1ccc(N2CCN(C(=O)c3cc(-c4ccncc4)nc4ccc(Br)cc34)CC2)cc1 was read as IEC-6 tox 8, HSF-1 act -7, aSyn 5UTR inh -6, HSP90 refold inh -2, GSK3 alpha inh -1, GSK3B inh -1, HSF1 inh -5, AI-2 QS modul 13, HIF act 0.7 and KLF5 inhibitor -36.
For COc1ccc(Cc2noc(CN(C)Cc3ccc(-n4cccn4)cc3)n2)cc1OC the results were IEC-6 tox -7, HSF-1 act -3, aSyn 5UTR inh 3, HSP90 refold inh -1, GSK3 alpha inh 1, GSK3B inh 2, HSF1 inh -2, AI-2 QS modul 12, HIF act -0.1 and KLF5 inhibitor 5.
For Cc1cccc(C(=O)N[C@H](C(=O)Nc2nnc(C3CC3)s2)C(C)C)c1 the results were IEC-6 tox 6, HSF-1 act -8, aSyn 5UTR inh -12, HSP90 refold inh 3, GSK3 alpha inh 2, GSK3B inh 1, HSF1 inh -1, AI-2 QS modul 29, HIF act -0.6 and KLF5 inhibitor -6.
Screening CCOc1ccccc1NC(=O)c1cc(S(=O)(=O)N2CCN(CC)CC2)ccc1Cl returned IEC-6 tox -2, HSF-1 act -11, aSyn 5UTR inh -6, HSP90 refold inh -5, GSK3 alpha inh -4, GSK3B inh 0, HSF1 inh 5, AI-2 QS modul 33, HIF act -0.7 and KLF5 inhibitor -6.
Cc1ccc(NC(=O)N2CCC(C(=O)NCCC3=CCCCC3)CC2)cc1 was read as IEC-6 tox 4, HSF-1 act -23, aSyn 5UTR inh 31, HSP90 refold inh -1, GSK3 alpha inh 2, GSK3B inh 2, HSF1 inh -12, AI-2 QS modul 58, HIF act 0.3 and KLF5 inhibitor -17.
CC(=O)c1cc(CN2C(=O)c3ccccc3C2=O)cs1 was read as IEC-6 tox -4, HSF-1 act 10, aSyn 5UTR inh 13, HSP90 refold inh -1, GSK3 alpha inh -3, GSK3B inh 0, HSF1 inh 6, AI-2 QS modul 4, HIF act -0.3 and KLF5 inhibitor -25.
Screening COc1cc(-c2c(C#N)c(N)nc(SCc3ccncc3)c2C#N)cc(OC)c1OC returned IEC-6 tox 7, HSF-1 act -16, aSyn 5UTR inh 35, HSP90 refold inh 2, GSK3 alpha inh -1, GSK3B inh -1, HSF1 inh -6, AI-2 QS modul 6, HIF act -1.3 and KLF5 inhibitor 13.
Screening C/C(Nc1ccc(Cl)cc1)=C(/C#N)C(N)=O returned IEC-6 tox 0, HSF-1 act 8, aSyn 5UTR inh -5, HSP90 refold inh -1, GSK3 alpha inh 3, GSK3B inh 1, HSF1 inh -2, AI-2 QS modul 1, HIF act 0.1 and KLF5 inhibitor -13.
For O=C(NCc1n[nH]c(=S)n1-c1cccc(Cl)c1)c1ccc(S(=O)(=O)N2CCCCC2)cc1 the results were IEC-6 tox 6, HSF-1 act -11, aSyn 5UTR inh 4, HSP90 refold inh 4, GSK3 alpha inh -2, GSK3B inh 0, HSF1 inh -9, AI-2 QS modul -13, HIF act 0.0 and KLF5 inhibitor -25.
Screening CCC(C)N(C(=O)COC(=O)c1cc([N+](=O)[O-])ccc1N)C1CCS(=O)(=O)C1 (stereo unspecified) returned IEC-6 tox -4, HSF-1 act 7, aSyn 5UTR inh 0, HSP90 refold inh 3, GSK3 alpha inh -1, GSK3B inh 5, HSF1 inh 0, AI-2 QS modul 13, HIF act -0.2 and KLF5 inhibitor -36.
For CCn1cc(CCC(=O)NCc2ccc(F)cc2)c2ccccc21 the results were IEC-6 tox 3, HSF-1 act -8, aSyn 5UTR inh -9, HSP90 refold inh 4, GSK3 alpha inh 0, GSK3B inh 0, HSF1 inh -5, AI-2 QS modul 13, HIF act -0.5 and KLF5 inhibitor -25.
For CC(=O)NC(Cc1ccc(F)cc1)C(=O)NC1CCN(S(=O)(=O)c2ccccc2)CC1 (stereo unspecified) the results were IEC-6 tox 2, HSF-1 act 5, aSyn 5UTR inh -3, HSP90 refold inh 4, GSK3 alpha inh 0, GSK3B inh 2, HSF1 inh 8, AI-2 QS modul -4, HIF act -0.4 and KLF5 inhibitor -4.
`CCCCn1c(N)c(N(CCOC)C(=O)COC(=O)COc2c(C)cccc2C)c(=O)[nH]c1=O` gave HSF-1 act -4, aSyn 5UTR inh -2, GSK3 alpha inh -1, GSK3B inh 0, HSF1 inh 7, AI-2 QS modul 31 and HIF act -0.2.
`Cc1cccc(N2CCN(C(=O)c3ccc4nc(N5CCCCC5)sc4c3)CC2)c1C` gave IEC-6 tox -2, HSF-1 act -42, aSyn 5UTR inh -25, HSP90 refold inh 11, GSK3 alpha inh -4, GSK3B inh 3, HSF1 inh -25, AI-2 QS modul 23, HIF act 2.2 and KLF5 inhibitor -2.
For NCCCn1c(C(=O)c2cc(Cl)c(N)c(Cl)c2)c2ccc(C(F)(F)F)cc2[n+]1[O-] the results were HSF-1 act -14, aSyn 5UTR inh 1, GSK3 alpha inh 4, GSK3B inh -3, HSF1 inh 3, AI-2 QS modul 5 and HIF act -0.4.
O=[N+]([O-])c1ccc(-n2cnc3ccccc32)c([N+](=O)[O-])c1 was read as IEC-6 tox 3, HSF-1 act 11, aSyn 5UTR inh -7, HSP90 refold inh 4, GSK3 alpha inh 1, GSK3B inh -1, HSF1 inh 8, AI-2 QS modul 19, HIF act 0.0 and KLF5 inhibitor -4.
CCOC(=O)c1ccc(NC(=O)CSC(=S)N2CCOCC2)cc1 was read as IEC-6 tox 2, HSF-1 act -5, aSyn 5UTR inh 8, HSP90 refold inh 3, GSK3 alpha inh 2, GSK3B inh 0, HSF1 inh -1, AI-2 QS modul 30, HIF act 0.1 and KLF5 inhibitor -22.
Screening COc1ccc(/C=N\NC(=O)c2ccccc2F)cc1COc1ccc(F)cc1F returned IEC-6 tox 80*, HSF-1 act -16, aSyn 5UTR inh -1, HSP90 refold inh 1, GSK3 alpha inh 3, GSK3B inh 2, HSF1 inh -6, AI-2 QS modul 21, HIF act 1.8 and KLF5 inhibitor 60.

Screens: PubChem BioAssay, several laboratories
